Tb PYK inh – T. brucei pyruvate kinase inhibition. actives 0.12% (n = 410,000). Q57TT1. TbPYK enzyme, Kinase-Glo Plus ATP luminescence, 45 min. AID 624173. Potency, µM (doses to about 76.8 µM), for the others: at the highest dose activity, negative = inhibition, usual class: inhibitors; note: potency is the fitted concentration of half-maximal effect; nearly all actives have a fitted effect of over 50% in size
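ADP (130 uM final) triggers the TbPYK reaction after compound addition; incubation is 45 min at room temperature. Kinase-Glo Plus is then added and luminescence imaged. Normalized data are fitted to concentration-effect curves.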
AMA1 RON2 block – inhibitors of Plasmodium falciparum AMA1-RON2 interaction; AlphaScreen AMA1-biotinylated RON2 peptide binding; Potency, µM (highest dose often 58.2 µM), for the others: at the top dose activity change, negative = inhibition, most hits filed as inhibitors; actives 0.2% (n = 360,000);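 note: potency is the fitted concentration of half-maximal effect; 0% = vehicle wells and -100% = peptide control; nearly all actives have a fitted effect of over 45% in size; some results filed as inactive show a strong effect at the top dose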
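AMA1 (3D7) with his tag at 25 nM final met compounds first, then biotinylated RON2 peptide at 25 nM; detection used donor plus acceptor beads, 10 µg/mL apiece, read by AlphaScreen after 30 min at room temperature.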
LmPK inh – blocks Leishmania mexicana pyruvate kinase activity; Q27686; purified LmPK, Kinase-Glo ATP luminescence, 1 h; Potency, µM (highest dose often 57.5 µM), inactives show at the highest dose activity change, negative = inhibition, hits mostly inhibitors; actives 0.37% (n = 290,000); AID 1721; note: potency is the fitted concentration of half-maximal effect
Target sequence (Q27686 whole entry, looked up): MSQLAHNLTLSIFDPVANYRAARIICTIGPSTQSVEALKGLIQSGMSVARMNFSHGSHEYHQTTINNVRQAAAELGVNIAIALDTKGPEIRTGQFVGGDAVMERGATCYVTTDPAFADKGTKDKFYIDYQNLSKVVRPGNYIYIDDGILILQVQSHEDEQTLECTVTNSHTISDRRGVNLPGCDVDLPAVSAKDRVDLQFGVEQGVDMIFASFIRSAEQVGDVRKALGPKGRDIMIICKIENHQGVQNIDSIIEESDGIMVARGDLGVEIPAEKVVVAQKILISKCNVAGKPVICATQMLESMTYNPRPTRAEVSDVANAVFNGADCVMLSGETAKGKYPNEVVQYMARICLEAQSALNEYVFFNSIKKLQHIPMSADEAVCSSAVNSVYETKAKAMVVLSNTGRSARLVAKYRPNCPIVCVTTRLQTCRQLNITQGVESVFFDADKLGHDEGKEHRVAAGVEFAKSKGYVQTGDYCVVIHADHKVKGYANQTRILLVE
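Screened at intermediate enzyme activity to detect both inhibitors and activators: LmPK at 0.1 nM, with a 0.5 nM enzyme column as activation reference. PEP 0.5 mM, ADP 0.1 mM; ATP detected by luminescence after 1 h.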
HCMV antiviral – blocks human cytomegalovirus replication | AID 1259415 | HFF cells, HCMV-luciferase reporter, 72 h; hits give low values | activity change, negative = inhibition, % at 57.5 µM | actives 4.5% (n = 410,000); in the data active = activity change below about -60%; inconclusive = no clear call, values can overlap the other calls; inactive = above about -39%
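HFF cells seeded 16 h at 37C, treated with compounds, infected with luciferase-reporter HCMV at MOI 1 PFU/cell; luciferase read at 72 h post infection, normalized to buffer-only and Salinomycin controls.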
HCV inh – HCV inhibition; Huh7.5.1 HCVcc-Cre infection, luciferase reporter, 44 h; Potency, µM (titrated, usually from 41.8 µM), without a hit: at the highest dose activity change, negative = inhibition, usual class: inhibitors; actives 3.4% (n = 340,000); note: potency is the fitted concentration of half-maximal effect
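After 44 h co-culture of compound, cells and HCVcc-Cre (~0.5 moi), substrate is added for 15 min at room temperature and luciferase measured over 15 sec. Cells were seeded at 1,000/well and pre-cultured 4 h.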
AmpC no deterg – inhibitors of E. coli AmpC beta-lactamase without detergent. P00811. AmpC nitrocefin hydrolysis, absorbance 480 nm, 0.0001% Triton. Potency, µM (titrated, usually from 57.1 µM), for the others: top-dose activity change, negative = inhibition, usual class: inhibitors. actives 0.52% (n = 330,000);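 note: potency is the fitted concentration of half-maximal effect; plate controls were no compound for no effect and no enzyme for full effect; nearly all actives have a fitted effect of over 20% in size; some results filed as inactive show a strong effect at the top dose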
Target sequence (P00811 whole entry, looked up): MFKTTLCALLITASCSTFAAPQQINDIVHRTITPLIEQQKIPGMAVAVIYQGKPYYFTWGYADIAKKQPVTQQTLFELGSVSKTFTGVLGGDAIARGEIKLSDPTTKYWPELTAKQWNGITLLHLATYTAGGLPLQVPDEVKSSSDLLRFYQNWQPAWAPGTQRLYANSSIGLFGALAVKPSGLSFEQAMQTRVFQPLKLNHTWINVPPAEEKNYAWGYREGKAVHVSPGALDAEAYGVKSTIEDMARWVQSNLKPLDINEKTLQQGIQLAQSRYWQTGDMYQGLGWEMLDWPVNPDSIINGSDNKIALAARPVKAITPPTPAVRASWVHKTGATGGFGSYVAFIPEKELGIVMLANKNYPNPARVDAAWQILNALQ
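AmpC (5.3 nM in the dispensed reagent) in 20 mM phosphate pH 7.0 with 0.01% (detergent screen) or 0.0001% Triton X-100 was preincubated with compounds for 15 min at room temperature. Nitrocefin was then added from an 800 uM solution, and hydrolysis was followed at 480 nm.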
AmpC detergent – blocks E. coli AmpC beta-lactamase in detergent assay | P00811 | AmpC hydrolysis of nitrocefin, absorbance 480 nm, 0.01% Triton | Potency, µM (titrated, usually from 114 µM), inactives show at the highest dose activity change, negative = inhibition, actives largely listed as inhibitors | actives 0.041% (n = 370,000) | AID 485294;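 note: potency is the fitted concentration of half-maximal effect; 0% = no-compound wells and -100% = no-enzyme wells; nearly all actives have a fitted effect of over 25% in size; some results filed as inactive show a strong effect at the top dose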
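AmpC (5.3 nM in the dispensed reagent) in 20 mM phosphate pH 7.0 with 0.01% (detergent screen) or 0.0001% Triton X-100 was preincubated with compounds for 15 min at room temperature. Nitrocefin was then added from an 800 uM solution, and hydrolysis was followed at 480 nm.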
* = called active by the depositor; ? = inconclusive; · = no result given; & = joins results of further samples; ! = not active in a repeat; [ ] = another dose, or the depositor's remark. Unless noted, calls come from the whole dose curve; as a rule, active = well fitted curve in the direction sought with a large enough effect; inconclusive = small, poorly fitted or top-dose-only effect, or another doubt; inactive = no such curve, though single readings can be large; an effect the other way counts as inactive or inconclusive. Unless noted, % is set by controls: 0 for no effect and ±100 for the full control effect. Rows are unselected, and some 7.5% of all compounds hit somewhere here.

The line under a structure holds: Tb PYK inh	AMA1 RON2 block	LmPK inh	HCMV antiviral	HCV inh	AmpC no deterg	AmpC detergent
Cn1cnnc1SCC(=O)c1ccc2c(c1)CCCC2
    -5%	-23%	-2%	-17	-5%	4%	-11%
CC1(C(=O)CSc2nc3ccccc3[nH]2)CCC(=O)O1 (stereo not drawn)
    2%	26%	1%	-16	0%	-5%	-5%
Cc1cccc(-c2nc3cc(NC(=O)c4ccc(OCC(C)C)cc4)ccc3o2)c1
    4%	·	·	?	·	·	-10%
O=C(N/N=C(\c1ccccc1)c1cccnc1)c1ccc(O)cc1
    -2%	12%	-5%	24	3%	-7%	-10%
COc1ccc(S(=O)(=O)N(C)C[C@H]2Oc3ccc(NS(=O)(=O)c4cn(C)cn4)cc3C(=O)N([C@H](C)CO)C[C@@H]2C)cc1
    -1%	8%	·	-3	18%	151%[activator]	·
C/C=C1/CC(C)C(C)(O)C(=O)OCC2CCN3CCC(OC1=O)C23 (stereo not drawn)
    -1%	-11%	-1%	-7	-2%	98%[activator]	-4%
Cc1ccc(S(=O)(=O)NCC2CCC(C(=O)NCCc3ccc(Cl)cc3)CC2)cc1 (stereo not drawn)
    -9%	·	·	31	·	·	-1%
Cn1c(SCc2nnc(-c3ccccc3Br)o2)nc2sc3c(c2c1=O)CCC3
    -7%	-2%	3%	-33	?	15%	?
COC(=O)c1scc(-c2ccc(C)cc2)c1S(=O)(=O)Nc1cccc(Cl)c1C
    -1%	·	·	-16	·	·	-8%
CCN1CCN(Cc2ccc(NC(=O)c3cc(NC(=O)c4cc5cccc(OC)c5o4)cc(OC)c3)cc2C(F)(F)F)CC1
    1%&5%	-30%&12%	-2%	-102*!	-20%	111%[activator]	6%
CCOC(=O)C1CCN(C(=O)COc2ccc3c(c2)OCO3)CC1
    6%	-3%	-11%	59	21%	-7%	2%
COc1ccc(C(=O)NC(C)c2ccncc2)cc1S(=O)(=O)N(C)Cc1ccccc1 (stereo not drawn)
    -5%	-12%	·	-4	0%	49%	-6%
COc1ccc2nc(C)cc(Nc3ccc(C)cc3)c2c1
    -1%	0%	3%	-23	?	-23%	-13%
COc1ccc(CN=Cc2c(C(=O)O)[nH]c3ccccc23)cc1
    0%	-11%	-9%	57	-20%	-27%	1%
O=c1cc(-c2ccccc2)[nH]n1-c1ccc([N+](=O)[O-])cc1
    0%	-8%	0%	-95*	-14%	-51%	-6%
CCOC(=O)C1=CNS(=O)(=O)NC1CCc1ccccc1 (stereo not drawn)
    1%	13%	·	4	1%	-21%	·
CCOc1ccc(S(=O)(=O)NCCC(=O)N2CC(C)OC(C)C2)cc1 (stereo not drawn)
    -1%	3%	·	-10	-14%	-13%	?
CCC1CCCCN1CCCNC(=O)c1ccc2nc(N3CCCCC3)sc2c1 (stereo not drawn)
    -2%	0%	0%	26	-30%	25%	-11%
Nc1c(C(=O)NCCN2CCOCC2)c2nc3ccccc3nc2n1CCc1ccccc1
    10%	28%	11%	?	?	200%[activator]	?
CC(C)c1nc2oc3c(=O)[nH]cnc3c2c2c1CCC2
    -5%	-3%	4%	-9	1%	-11%	?
CCC(C)(C)NC(=O)c1ccc(S(=O)(=O)N(C)c2ccccc2OC)cc1
    -6%	-4%	1%	29	?	·	5%
CCOC(=O)c1cnc2ccc(C)cc2c1NCCO
    -16%	2%	-2%	31	-4%	-12%	?
CN(C)S(=O)(=O)c1cccc(C(=O)N2CCC(C(=O)O)(c3ccccc3)CC2)c1
    -1%	-16%	-3%	-13	28%	-10%	-10%
CCCCCN1C(=O)c2cc(OC)ccc2[C@@]2(C(=O)OCC)Cc3cc(Cl)ccc3[C@@H]12
    0%	1%	·	-103*	·	·	·
Cc1ccc([N+](=O)[O-])c(OCC(=O)OCC(=O)c2ccccc2)c1
    -4%	-4%	-2%	-7	-9%	-14%	?
NCC1CCC(C(=O)Oc2ccc(CCC(=O)O)cc2)CC1 (stereo not drawn)
    0%&0%	-2%	·	?	3%	·	·
O=C(c1cc(-c2ccncc2)nc2ccc(Cl)cc12)N1CCN(Cc2ccc3c(c2)OCO3)CC1
    5%	?	2%	71	?	65%[activator]	-4%
O=C(CSc1nc2c(c(=O)[nH]1)CCCC2)Nc1ccccc1C(F)(F)F
    0%	·	·	-8	·	·	1%
CCCN1C(=O)c2[nH]nc(-c3ccccc3O)c2C1c1ccc(OCc2ccccc2)c(OC)c1 (stereo not drawn)
    -5%	·	·	-84*	·	·	15%
CN(C)CCCNC(=O)C(=O)NCC(c1ccc2c(c1)OCO2)N1CCOCC1 (stereo not drawn)
    5%	·	·	66	·	·	5%
FC(F)(F)c1cccc(-c2ccc(/C=N/Nc3nncc(-c4ccccc4)n3)o2)c1
    -4%	12%	1%	-16	2%	-10%	0%
COc1ccc(Cl)cc1NC(=O)CCN1CCN(C)CC1
    4%	-16%	0%	45	?	-13%	1%
Nc1nc(-c2ccccc2)nn1C(=O)c1ccco1
    -3%	1%	4%	64	-10%	-17%	1%
Cc1cc(C)cc(NS(=O)(=O)Cc2ccccc2)c1
    -1%	13%	0%	4	7%	-21%	0%
Cc1cccc(C(=O)NNC(=O)c2cccc(C)c2)c1
    -6%	8%	0%	2	4%	-9%	1%
COc1ccc(NC(=O)CCCNC(=O)Cn2cnc3sc4c(c3c2=O)CCCC4)cc1OC
    -2%	2%	-4%	-25	-21%	99%[activator]	?
CCC(=O)N1N=C(c2ccc(NS(=O)(=O)CC)cc2)CC1c1ccc(C)cc1 (stereo not drawn)
    -6%	6%	-3%[11.5 µM]	12	-16%	-19%	2%
CCC(=O)N1CC23C=CC(CC2CC12CCCCC2)O3 (stereo not drawn)
    -3%	0%	4%	38	13%	4%	3%
O=C(CN(c1ccccc1)S(=O)(=O)c1ccccc1)NCCSc1ccccn1
    0%	14%	8%	-8	4%	-1%	-1%
Cc1ccc(N(CC(=O)NC2CCCC2)C(=O)CNC(=O)c2cccs2)cc1F
    0%	3%	-1%	-22	8%	14%	4%

Molecules shown so far that have an aryl thioether with sulfur outside any ring (five):
The line under a structure holds: Tb PYK inh	AMA1 RON2 block	LmPK inh	HCMV antiviral	HCV inh	AmpC no deterg	AmpC detergent
Cn1cnnc1SCC(=O)c1ccc2c(c1)CCCC2
    -5%	-23%	-2%	-17	-5%	4%	-11%
CC1(C(=O)CSc2nc3ccccc3[nH]2)CCC(=O)O1 (stereo not drawn)
    2%	26%	1%	-16	0%	-5%	-5%
Cn1c(SCc2nnc(-c3ccccc3Br)o2)nc2sc3c(c2c1=O)CCC3
    -7%	-2%	3%	-33	?	15%	?
O=C(CSc1nc2c(c(=O)[nH]1)CCCC2)Nc1ccccc1C(F)(F)F
    0%	·	·	-8	·	·	1%
O=C(CN(c1ccccc1)S(=O)(=O)c1ccccc1)NCCSc1ccccn1
    0%	14%	8%	-8	4%	-1%	-1%

(more compounds)
The line under a structure holds: Tb PYK inh	AMA1 RON2 block	LmPK inh	HCMV antiviral	HCV inh	AmpC no deterg	AmpC detergent
CCCCNC(=O)Nc1ccc(Br)cn1
    -12%	-2%	-1%	-11	?	-24%	-10%
COCCN1C(=O)N(c2ccccc2)C(=O)C1CC(=O)Nc1cc(OC)cc(OC)c1 (stereo not drawn)
    -3%	9%	1%	6	6%	3%	-8%
Cc1ccc(C)c(NC(=S)N=Nc2c(O)n(C)c3ccc(S(=O)(=O)N4CCOCC4)cc23)c1
    3%	48%[activator]	-2%	?	?	-14%	-8%
CC(=O)c1ccc(S(=O)(=O)N2CCN(C(=O)c3ccc(N)c([N+](=O)[O-])c3)CC2)cc1
    -2%	6%	·	3	-17%	-28%	-2%
Cc1nn(Cc2ccccc2)c(C)c1C(=O)NCc1ccccc1
    1%	-12%	-1%	1	-19%	-3%	-3%
C=CCn1c(CCc2ccc(OC(C)C)cc2)n[nH]c1=S
    ?	75%[activator]	5%	-19	-9%	-13%	-8%
CCC(=O)c1ccc(OCC(=O)OCC(=O)NCC2CCCCC2)cc1
    -7%	-1%	·	11	7%	-6%	-13%
Cc1ccc2c(CN3CCCCC3CCO)cc(=O)oc2c1 (stereo not drawn)
    -9%	-2%	2%	?	-12%	-15%	1%
Nc1c(C(=O)NCc2ccc3c(c2)OCO3)nnn1CC(=O)Nc1ccc(Br)cc1
    1%&-6%	6%	0%	?	11%	-59%	3%&13%
COc1ccc(CC(=O)NCC(=O)N=Nc2c(O)[nH]c3ccccc23)cc1
    -7%	-5%	-1%	45	-2%	-24%	3%
Cc1ccc2nc(-c3ccc(Cl)cc3)c(Cc3ccccn3)n2c1
    7%	7%	·	4	·	·	·
COCCNC(=O)C(c1ccc(F)cc1)N(C(=O)CCC(=O)Nc1ccccn1)C1CCCCC1 (stereo not drawn)
    -1%	3%	0%	-29	22%	117%[activator]	-14%
COCc1c(C(=O)N2CCN(c3ccc(C(F)(F)F)cn3)CC2)oc2ccccc12
    -18%	-1%	7%	-1	3%	81%[activator]	-11%
COc1ccccc1CNC(=O)CC12CC3CC(CC(Br)(C3)C1)C2
    1%	-12%	0%	1	24%	17%	-1%
O=C(CC1C(=O)OCN1C(=O)OCc1ccccc1)OCC(=O)c1ccccc1 (stereo not drawn)
    -6%	-1%	5%	12	8%	0%	?
Cc1ccc(NC(=O)Cn2cnc3sc(C(=O)NCc4ccco4)c(C)c3c2=O)cc1Cl
    -20%	8%	6%	5	-23%	-31%	?
Cc1cccc(Cn2cccc2/C=C2/C(=N)N3C=CSC3=NC2=O)c1
    -5%	33%[activator]	1%	55	?	-35%	-11%
C=C(C)C(=O)Nc1cccc(C2=NOC3(C2)C[C@@H](C(N)=O)N(C(=O)c2cc([N+](=O)[O-])cc([N+](=O)[O-])c2)C3)c1 (stereo partly drawn)
    -4%	5%	5%	43	-20%	42%[activator]	-9%
N=c1ccn(CC(=O)NC(N)=O)c2ccccc12
    -3%	-27%	13%	66	1%	-30%	-14%
COc1cccc(N2CC(O)=C(c3ccccc3)C2=N)c1
    -6%	-11%	-3%	20	13%	-5%	5%
CCOC(=O)N1CCN(C(=O)CS(=O)(=O)c2cn(Cc3ccc(F)cc3)c3ccccc23)CC1
    -2%	-2%	3%	11	-4%	92%[activator]	0%
